Assay outcomes deposited in PubChem by National Center for Advancing Translational Sciences (NCATS).
Pin1 inh = inhibitors of human Pin1; Q13526; Pin1 FP peptide displacement, HiFluor488, 10 min; Potency, µM (series often up to 115 µM), without a hit: at the highest dose activity, negative = inhibition, actives largely listed as inhibitors; 390,000 tested, 0.009% active; active means well fitted inhibition curve with a large enough effect in the polarisation, with a control signal flat, not every such curve was filed as active; inconclusive means small, poorly fitted or top-dose-only effect, or effect the other way, or a change in a side signal; inactive means no such curve, though single readings can be large or run the other way; the % refers to the polarisation; further: potency means the concentration at half of the fitted maximal effect; on the % scale 0 is the no-effect control and ±100 the full control effect
Target sequence (Q13526 whole entry, looked up): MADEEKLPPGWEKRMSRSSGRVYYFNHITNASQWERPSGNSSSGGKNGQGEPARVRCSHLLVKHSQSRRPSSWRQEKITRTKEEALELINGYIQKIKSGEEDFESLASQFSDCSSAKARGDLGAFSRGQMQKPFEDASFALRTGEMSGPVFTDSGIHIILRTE
D2 ag = agonists of human D2 dopamine receptor; P14416; HEK293 T-REx D2 cells, calcium flux agonist mode; AID 485358; 340,000 tested, 0.53% active; activation, % at 2 µM;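 active means activation over 3 SD above normal in the single-dose calcium agonist read, cut at about 30% in these data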; further: 0% is about no effect
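Tetracycline-induced HEK293 Trex cells with D2 receptor force-coupled to calcium signaling, plated overnight at 30 C and loaded with no-wash calcium dye. Calcium flux read kinetically for 180 s after compound addition; responses flag agonists.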
IDH1 R132H inh = inhibitors of human mutant IDH1 R132H; IDH1-R132H enzyme, NADPH consumption, diaphorase/resazurin fluorescence; Potency, µM (highest dose often 76.6 µM), without a hit: at the highest dose activity change, negative = inhibition, most hits filed as inhibitors; 390,000 tested, 0.093% active; AID 602179; further: potency means the concentration at half of the fitted maximal effect; on the % scale 0 is the no-effect control and ±100 the full control effect; nearly all actives have a fitted effect of over 65% in size
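IDH1-R132H (0.5 ug/mL) preincubated 30 min with compound, then NADPH (0.016 mM) and alpha-KG (2 mM) added; 80 min at RT, pH 7.5. Remaining NADPH coupled via diaphorase/resazurin to fluorescence (540/590 nm); concentration-response curves normalized to no-enzyme control.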
TrxR1 substrate = substrates of rat thioredoxin reductase 1. purified TrxR1 substrate turnover, NADPH consumption readout. Potency, µM (titrated, usually from 114 µM), without a hit: at the top dose activity change, negative = substrate turnover. 390,000 tested, 0.01% active; further: potency means the concentration at half of the fitted maximal effect; on the % scale 0 is the no-effect control and ±100 the full control effect; nearly all actives have a fitted effect of over 50% in size
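Rat TrxR1, dispensed at 90 nM, was prereduced with 400 uM NADPH (final) for 5 min at ~22 deg C, then incubated with compound 15 min before 400 uM selenite. A first-read NADPH fluorescence drop versus no-compound background flagged substrates.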
USP1 inh = USP1/UAF1 (human) deubiquitinase inhibition; O94782; recombinant USP1/UAF1, Ub-Rhodamine cleavage fluorescence; Potency, µM (highest dose often 57.1 µM), without a hit: at the top dose activity change, negative = inhibition, most hits filed as inhibitors; 390,000 tested, 0.23% active; AID 743255; further: potency means the concentration at half of the fitted maximal effect; on the % scale 0 is the no-effect control and ±100 the full control effect; nearly all actives have a fitted effect of over 60% in size; inactives centre near -12
Target sequence (O94782 whole entry, looked up): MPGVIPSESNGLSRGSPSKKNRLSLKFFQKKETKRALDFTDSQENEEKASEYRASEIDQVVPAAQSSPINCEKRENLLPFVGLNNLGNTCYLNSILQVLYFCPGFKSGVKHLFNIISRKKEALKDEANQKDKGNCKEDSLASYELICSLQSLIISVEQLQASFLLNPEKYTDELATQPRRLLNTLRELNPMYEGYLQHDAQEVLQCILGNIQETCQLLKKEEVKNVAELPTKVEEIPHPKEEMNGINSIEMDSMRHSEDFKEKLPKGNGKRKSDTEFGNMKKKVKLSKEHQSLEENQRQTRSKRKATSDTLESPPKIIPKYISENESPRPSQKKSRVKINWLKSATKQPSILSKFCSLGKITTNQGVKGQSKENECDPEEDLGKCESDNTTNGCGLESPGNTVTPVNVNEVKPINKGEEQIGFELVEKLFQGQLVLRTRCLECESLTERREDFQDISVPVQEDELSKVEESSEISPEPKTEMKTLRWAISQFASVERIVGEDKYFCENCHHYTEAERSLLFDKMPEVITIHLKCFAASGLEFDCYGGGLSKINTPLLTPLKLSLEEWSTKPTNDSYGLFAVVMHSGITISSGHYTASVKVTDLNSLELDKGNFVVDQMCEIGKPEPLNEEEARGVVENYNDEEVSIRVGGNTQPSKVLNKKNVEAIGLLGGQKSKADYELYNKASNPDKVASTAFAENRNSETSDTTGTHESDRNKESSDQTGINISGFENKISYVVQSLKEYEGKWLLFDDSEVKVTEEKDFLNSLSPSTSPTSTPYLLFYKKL
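High-throughput fluorogenic screen: 1nM USP1/UAF1 complex, Ub-Rho substrate 150nM final, 50mM HEPES pH 7.8 with 0.5mM EDTA, 0.1 mg/ml BSA, 1mM TCEP and 0.01% Tween-20.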
TRHR PAM = allosteric enhancers of human TRH receptor | TRHR cells, fluo-8 calcium fluorescence, EC20 TRH enhancement | P34981 | 360,000 tested, 0.66% active | AID 493056 | enhancement, % at 2 µM; in the data active means enhancement above about 30%; further: 0% is about no effect
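TRHR-expressing cells loaded with fluo-8 calcium dye were read kinetically (ex 480/em 530) during compound addition, then stimulated with an EC20 of TRH (10 nM final). Enhancement of the Gq-mediated intracellular calcium response was scored.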
TrxR1 inh = rat TrxR1 inhibition; O89049; recombinant rTrxR1, NADPH fluorescence consumption, selenite substrate; Potency, µM (highest dose often 114 µM), inactives show top-dose activity change, negative = inhibition, most hits filed as inhibitors; 390,000 tested, 1% active; AID 588453; further: potency means the concentration at half of the fitted maximal effect; on the % scale 0 is the no-effect control and ±100 the full control effect; nearly all actives have a fitted effect of over 65% in size
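Rat TrxR1 (90 nM in the dispensed reagent) was pre-reduced with 400 uM NADPH for 5 min at room temperature, then incubated with compound for 15 min. After 400 uM selenite was added, NADPH fluorescence (Ex 340/Em 450 nm) was followed for 8 min.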
TRHR agonist = activates the human TRH receptor; 360,000 tested, 0.18% active; activation, % at 2 µM; AID 493084; TRHR cells, calcium flux fluo-8, FDSS agonist mode; in the data active means activation above about 30%; further: 0% is about no effect
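In this calcium-flux screen, cells bearing human TRHR are dye-loaded with fluo-8, baselined for 10 cycles, then exposed to library compounds; positive kinetic calcium responses during the agonist phase mark hits, with TRH as control.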
D2 antag = antagonizes the human D2 dopamine receptor; 340,000 tested, 2% active; inhibition, % at 10 µM; HEK293 TREx D2 cells, calcium flux, dopamine EC80; AID 485344; in the data active means inhibition above about 30%; further: 0% is about no effect
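Calcium flux kinetic readout in an inducible HEK293 TREx D2 line plated overnight at 30 C. After 180 s compound exposure, an EC80 dopamine challenge follows with another 180 s kinetic read to detect antagonism.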
Starred values were filed as active, the others as inactive; ? = inconclusive; nt = not tested or not shown; & = joins results of further samples; [ ] = dose if it differs, or a comment. Unless noted, the call rests on the fitted dose curve; in most records, active means well fitted inhibition curve with a large enough effect; inconclusive means small, poorly fitted or top-dose-only effect; inactive means no such curve, though single readings can be large or run the other way.

SMILES	Pin1 inh	D2 ag	IDH1 R132H inh	TrxR1 substrate	USP1 inh	TRHR PAM	TrxR1 inh	TRHR agonist	D2 antag
COc1cc(OC)c(NC(=O)Cn2c(=O)cc(C(F)(F)F)c3c(C)nn(C)c32)cc1Cl	6%	-0.5	0%	-3%[57.1 µM]	-24%	-5	3%[57.1 µM]	0.2	nt
O=C(NCCCO)C(=O)NCCc1ccc(Cl)cc1	5%	-0.1	2%	-3%	-10%	-5	-3%	0.1	4
CCCC(=O)Nc1ccc(NC(=O)c2ccccn2)cn1	-7%	-0.6	2%	0%	-21%	-2	0%	0.0	6
N#Cc1sc2nc(-c3cccs3)cc(-c3ccccc3)c2c1N	?	0.3	1%	14%[57.1 µM]	?	7	-6%[2.29 µM]	-0.2	-2
Cc1cc(C)cc(NC(=O)c2ccccc2NC(=O)CCC(=O)O)c1	4%	-0.1	11%	-1%	-13%	3	9%	-0.3	-5
O=C(Nc1cnn(Cc2ccc(Cl)cc2)c1)c1cnccn1	8%	-0.1	14%	2%	-11%	-4	4%	-0.5	-1
Cc1ccc(C)c(NC(=O)CN(C)C(=O)c2cc3c(s2)CCCCC3)c1	19%	0.6	-5%	0%	-19%	-5	9%	0.1	-17
CC(=O)c1ccc(NC(=O)COC(=O)C2CC3C=CC2C3)cc1 (stereo unspecified)	6%	nt	-9%	-5%	-16%	nt	3%	nt	nt
Cc1nn(CC(=O)NNC(=S)NCC2CCCO2)c(C)c1Br (stereo unspecified)	0%	-0.9	-9%	5%	-12%	5	5%	0.9	11
O=C(Nc1ccc(C(=O)N2CCCCC2)cc1)c1ccccc1Cl	-2%	-0.9	-1%	3%	-16%	4	7%	0.2	18
C=CCn1c(SCC(=O)Nc2ccc3c(c2)OCO3)nnc1-c1ccccc1OC	-7%	-2.0	7%	5%[57.1 µM]	-10%	-7	7%[57.1 µM]	-2.1	11
CCN1C(C)=C(C)S/C1=C1\SC(=S)N(NC(C)=O)C1=O	2%	0.5	9%	-5%	-9%	14	12%	0.1	0

A second format for part of the listing above:
SMILES | Pin1 inh | D2 ag | IDH1 R132H inh | TrxR1 substrate | USP1 inh | TRHR PAM | TrxR1 inh | TRHR agonist | D2 antag
CC(=O)c1ccc(NC(=O)COC(=O)C2CC3C=CC2C3)cc1 (stereo unspecified) | 6% | nt | -9% | -5% | -16% | nt | 3% | nt | nt
O=C(Nc1cnn(Cc2ccc(Cl)cc2)c1)c1cnccn1 | 8% | -0.1 | 14% | 2% | -11% | -4 | 4% | -0.5 | -1

More records.
SMILES	Pin1 inh	D2 ag	IDH1 R132H inh	TrxR1 substrate	USP1 inh	TRHR PAM	TrxR1 inh	TRHR agonist	D2 antag
CCN(CC)c1ccc(NC(=O)Cn2c3ncccc3c(=O)n2-c2ccccc2)c(C)c1	-1%	nt	3%	3%[57.1 µM]	?	5	11%[57.1 µM]	0.2	nt
Cn1c(SCC(=O)NCc2ccccc2)nnc1-c1ccc(NC(=O)CCc2ccccc2)cc1	3%	-1.4	5%	0%[57.1 µM]	-17%	-2	20%[57.1 µM]	-0.9	15
COc1cc2c(C(=O)N3CCOCC3)c(CSc3ccccc3)n(C)c2cc1Br	0%	-0.1	-2%	-9%	-4%	4	5%	0.1	18
CCN1C(=O)Cc2cc(S(=O)(=O)N3CCOCC3)ccc21	1%	nt	1%	-4%	-18%	5	-12%	0.7	nt
CC1=C(C(=O)N2CCCC(N3CCN(c4ccccc4F)CC3)C2)OCCO1 (stereo unspecified)	-2%	21	-3%	3%	0%	4	-5%	0.5	-2
Cc1cc(C)c(S(=O)(=O)N2CCCC2)c(C)c1	0%	0.6	-3%	-1%	-11%	1	18%	0.6	9
O=S(=O)(c1ccccc1)N1N=C(c2ccccc2)CC1c1ccccc1 (stereo unspecified)	12%	-0.1	15%	8%[57.1 µM]	-16%	-4	23%[57.1 µM]	0.4	5
CC(C(=O)N1CCN(Cc2ccc3c(c2)OCO3)CC1)n1cc([N+](=O)[O-])cn1 (stereo unspecified)	4%	4.8	2%	6%	-16%	-2	15%	0.1	15
Cc1cc(C)c(S(=O)(=O)c2cccc(Br)c2C)c(=O)[nH]1	2%	0.3	10%	-17%[57.1 µM]	-17%	-3	13%[57.1 µM]	0.6	-3
Cc1cc(C)n2cc(CSc3nncn3C)nc2n1	-3%	0.3	0%	147%	-2%	2	21%[57.1 µM]	0.0	3
COc1ccccc1CNC(=O)CCCC(=O)n1nc(C)c2ccccc21	1%	-0.2	-3%	-2%	-22%	0	19%	-0.1	1
OCCCNCc1cccc2ccccc12	-1%	0.3	-1%	11%[57.1 µM]	2%	-1	11%	-0.5	4
Nc1ncnc2c1ncn2C1CCCC(CO)O1 (stereo unspecified)	?	nt	0%	3%[57.1 µM]	-9%	nt	4%[2.29 µM]	nt	nt
CC(Oc1cc2oc(=O)c3c(c2cc1Cl)CCCC3)C(=O)NCc1ccncc1 (stereo unspecified)	-4%	-2.8	-11%	4%	-15%	-7	30%	-0.5	19
Cc1oc2c(CN3CCC(C)CC3)c(O)ccc2c(=O)c1-c1ccccc1	-4%	-0.6	14%	276%[activator]	-14%	-8	-18%	0.7	44*
COCC1CCCN(Cc2nc(-c3ccc4c(c3)OCO4)no2)C1 (stereo unspecified)	3%	0.6	-9%	-1%	-15%	-1	0%	-0.3	-13
CC(=O)N1CCCc2cc(S(=O)(=O)N3CCCC(C(=O)NCc4ccc(Cl)cc4)C3)ccc21 (stereo unspecified)	0%&2%	-0.2&-0.5	4%&13%	7%	-18%&-4%	15&-2	17%	0.0&-0.1	6
O=S(=O)(Cc1cc(-c2ccccc2)no1)c1ccccc1	2%	0.0	-7%	-1%	-4%	-2	-2%	0.1	14
COc1ccc(/C=C/CN2CCC(Oc3ccc(C(=O)N4CCCCC4)cc3)CC2)cc1	5%	nt	4%	-1%	2%	5	-11%	0.2	nt
O=C(COC(=O)c1ccc(Cl)nc1)NCCc1ccccc1	1%	nt	-5%	3%	-5%	nt	23%	nt	nt
Cc1ccc(S(=O)(=O)N2CCN(C(=O)CSc3nc4ccccc4c(=O)[nH]3)CC2)cc1	?	-1.4	10%	-2%	-12%	1	17%	-0.7	-13
Cc1oc2c(C)c3oc(=O)c(CC(=O)N[C@@H](CC(C)C)C(=O)N[C@@H](Cc4ccccc4)C(=O)O)c(C)c3cc2c1C	-8%	0.3	-7%	18%	-17%	-3	-16%	-0.4	5
CCOc1ccccc1N1CC(C(=O)NCCc2ccc(S(N)(=O)=O)cc2)CC1=O (stereo unspecified)	-10%	0.2	2%	4%	-12%	-1	14%	0.6	-4
O=C(c1cccnc1)C1CCCN(Cc2nc(Cc3ccccc3F)no2)C1 (stereo unspecified)	-2%	-0.5	-4%	5%[57.1 µM]	-21%	-2	15%[57.1 µM]	0.3	-13
COc1ccc(NC(=O)CSCC(=O)Nc2cc(Cl)ccc2N2CCCC2)cc1	-3%	-0.7	22%	-12%	-14%	0	-20%	-0.7	-9
CC(=O)c1c(C)[nH]c(=S)c(C#N)c1-c1ccc(Cl)cc1	-12%	-0.4	4%	2%[57.1 µM]	-12%	0	-44%	0.4	-3
O=C(Nc1ccc(S(=O)(=O)NCc2ccco2)cc1)c1cccc(F)c1	1%	-0.9	5%	3%	-11%	3	?	-0.6	26
O=C(NCc1ccc(F)cc1)C1CCN(S(=O)(=O)N2CCCC2)CC1	0%	0.4	-7%	0%	-15%	-2	17%	-1.5	9
COc1ccccc1C(=O)C1CCCN(C(=O)c2ccc3c(c2)OCCO3)C1 (stereo unspecified)	-4%	0.7	-6%	1%[57.1 µM]	1%	4	27%[57.1 µM]	0.5	1
Cc1ccc(N(CC(=O)NCc2ccco2)C(=O)CNS(=O)(=O)c2ccccc2)c(C)c1	19%	-0.6	0%	-4%	-3%	10	4%	-2.2	8
CC(C)c1ccc(Oc2cccc(C(=O)/C(C#N)=C/N(C)C)c2)cc1	0%	0.8	-5%	2%[57.1 µM]	-5%	12	6%[57.1 µM]	-0.1	15
N#CCCn1cc(C(=O)N2CCCCC2)c(-c2cccc([N+](=O)[O-])c2)n1	-1%	0.3	-3%	1%	-16%	-4	24%	0.3	-8
CN(C)c1ccc(C=NN2CCCCCC2)cc1	0%	nt	-2%	-20%	?	nt	-27%	nt	nt
CCOC(=O)N/N=C\c1ccc(-c2cc(Cl)ccc2Cl)o1	7%	-2.5	2%	7%	-21%	20	18%	-0.3	-10
O=C(Nc1ccc(Oc2ccc3ccccc3c2)cc1)c1ccco1	16%	nt	-4%	-9%	-16%	5	21%[57.1 µM]	-0.7	nt
COc1ccc(Cl)cc1NC(=O)c1nnn(CC(=O)Nc2ccc(C)c(C)c2)c1N	0%	-0.2	-16%	3%	-29%	-5	14%	0.3	-3
Cc1ccc(NC(=O)NCCCCc2ccccc2)cc1	3%	-0.8	-8%	-3%	-20%	9	12%	0.1	-1
COc1ccc(-n2nc(C(=O)NCCc3ccc(Cl)cc3)c3c4ccccc4n(C)c3c2=O)cc1Cl	0%	-0.5	13%	26%	1%	-3	35%[activator]	0.7	nt
Cc1ccccc1NC(=O)Cn1nc(-c2ccc(F)cc2)c2cnc3ccccc3c21	1%	-1.3	-1%	6%[57.1 µM]	-28%	-1	18%[57.1 µM]	0.3	nt
Cc1cc(NC(=O)CCCN2C(=O)/C(=C\c3cccs3)SC2=S)no1	?	0.1	-1%	6%[57.1 µM]	-15%	-11	12%	0.2	-8
CCS(=O)(=O)NCc1cn2ccsc2n1	3%	0.6	3%	6%	-18%	7	10%	0.5	-15
CCCn1c(SCC(=O)NCC(=O)Nc2ccc(F)c(F)c2F)nc2ccccc2c1=O	1%	1.7	-1%	-3%	-15%	-2	5%	0.1	24
O=C(CSc1cccc[n+]1[O-])Nc1c(Br)cc([N+](=O)[O-])cc1Br	8%	0.5	0%	-7%	-2%	-3	5%	0.0	0
O=C(Cc1ccccc1F)Nc1nc(-c2ccc(F)cc2)cs1	1%	-1.5	-6%	2%	-30%	-3	20%	0.0	1

This is a subset; the hit share may differ from the screen's.
